GRK2 aptamer HTS: inhibitors of human GRK2 displacing RNA aptamer; P25098; AID 488847; hit rate 0.59% among 330,000; inhibition of aptamer binding, % at 10 µM; bead flow cytometry, FAM-aptamer displacement from GRK2;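 active = inhibition of aptamer binding above 40%, roughly 3 SD of noise, on plates passing a quality check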;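 also: median bead fluorescence of bound FAM aptamer so fluorescent compounds give negative values; no value below 0 was filed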
VLA-4 inh: inhibition in a human VLA-4 binding assay. P13612. VLA-4 expressing cells, ligand binding flow cytometry. inhibition, % (about 7 µM as worked out from the volumes in the protocol). hit rate 0.2% among 330,000. AID 2557; in the data active = inhibition above about 50%
proCasp3 act: activators of human procaspase-3; recombinant procaspase-3 D3A, Ac-DEVD-pNA absorbance 405 nm; hit rate 0.11% among 330,000; P42574; activation, % at 8.5 µM;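 active = activation above the mean of all tested compounds plus 3 SD, cut at about 21% in these data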;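 also: 0% = DMSO alone and 100% = DMSO wells spiked with extra 5 µM PC-3 D3A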
Target sequence (P42574 whole entry D9A/D28A/D175A): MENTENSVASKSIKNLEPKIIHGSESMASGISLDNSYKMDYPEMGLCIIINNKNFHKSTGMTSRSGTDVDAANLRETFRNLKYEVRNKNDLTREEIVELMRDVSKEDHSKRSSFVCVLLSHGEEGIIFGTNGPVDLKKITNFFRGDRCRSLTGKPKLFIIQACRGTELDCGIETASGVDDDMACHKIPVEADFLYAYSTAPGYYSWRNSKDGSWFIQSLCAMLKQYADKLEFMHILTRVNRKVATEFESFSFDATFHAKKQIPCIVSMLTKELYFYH
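assay system = Procaspase-3 D3A mutant | signal = absorbance at 405 nm, 0 and 120 min | times = 1 h preincubation plus 2 h reaction at 25 °C | repeats = single replicate | read-out = % activation between DMSO and enzyme-spiked controls | medium = Zinc-free HEPES saline buffer with Triton X-100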
CTSL1 counter: blocks F. hepatica cathepsin L1 in PFM18AAP counter-screen; inhibition, % at 5.96 µM; recombinant F. hepatica cathepsin L1, Z-Leu-Arg-MCA fluorescence; AID 1906; hit rate 0.49% among 300,000;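 active = inhibition above the mean of all tested compounds plus 3 SD, set per screening campaign, cut at about 17% in these data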;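 also: 0% = plate median of test compound wells and 100% = 1 µM Z-Phe-Ala-diazomethylketone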
PP5 inh: blocks human protein phosphatase 5 activity. hit rate 0.18% among 320,000. purified PP5c, OMFP substrate fluorescence. inhibition, % at 6.7 µM. AID 1987. P53041;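 active = inhibition above the campaign's mean inhibition across all tested compounds plus 3 SD, cut at about 9.5% in these data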;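 also: 0% = DMSO only and 100% = 100 µM cantharidin control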
GASC-1 inh: blocks human GASC-1 demethylase activity; Q9H3R0; GST-JMJD2C(1-420) H3K9me3 demethylation, DELFIA europium; inhibition, % at 2.35 µM; hit rate 0.069% among 330,000;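 active = more than half of a compound's replicate wells show inhibition beyond 50%, single wells judged on their own value; inconclusive = some, but no more than half, of replicates pass 50% inhibition; inactive = no replicate passes 50% inhibition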;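 also: signal counts dimethyl H3K9 product captured on neutravidin plate; 0% = median of DMSO wells and 100% = 0.3 times that DMSO median; strong numbers were not always called active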
Target sequence (Q9H3R0 1-420 limits assumed): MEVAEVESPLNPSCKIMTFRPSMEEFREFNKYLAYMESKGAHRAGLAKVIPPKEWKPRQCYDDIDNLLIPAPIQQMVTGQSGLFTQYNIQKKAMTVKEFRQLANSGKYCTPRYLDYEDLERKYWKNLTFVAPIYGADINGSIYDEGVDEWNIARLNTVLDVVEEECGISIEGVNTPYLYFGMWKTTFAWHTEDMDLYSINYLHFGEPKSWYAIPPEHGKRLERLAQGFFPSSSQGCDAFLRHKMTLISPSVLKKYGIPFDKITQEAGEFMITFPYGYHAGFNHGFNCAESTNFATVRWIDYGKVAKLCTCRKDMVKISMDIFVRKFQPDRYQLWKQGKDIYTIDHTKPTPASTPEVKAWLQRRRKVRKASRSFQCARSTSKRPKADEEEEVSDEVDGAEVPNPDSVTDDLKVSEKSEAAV
PP1 inh: counter-screen for PP5 inhibitors: inhibitors of human PP1-alpha; P62136; AID 2235; hit rate 0.9% among 320,000; inhibition, % at 6.7 µM; purified PP1alpha, OMFP fluorescence;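 active = inhibition above the mean inhibition of all tested compounds plus 3 SD, computed separately for each screening campaign, cut at about 15% in these data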
Target sequence (P62136 whole entry, looked up): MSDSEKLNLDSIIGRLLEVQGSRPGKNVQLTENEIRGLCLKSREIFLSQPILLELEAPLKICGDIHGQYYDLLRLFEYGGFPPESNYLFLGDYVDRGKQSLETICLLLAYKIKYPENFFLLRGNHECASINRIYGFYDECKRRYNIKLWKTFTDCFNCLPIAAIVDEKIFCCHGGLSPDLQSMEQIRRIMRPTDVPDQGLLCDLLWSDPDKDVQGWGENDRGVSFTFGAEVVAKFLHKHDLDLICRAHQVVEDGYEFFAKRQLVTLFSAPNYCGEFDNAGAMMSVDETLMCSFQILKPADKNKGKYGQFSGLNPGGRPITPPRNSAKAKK
procasp7 counter: counter-screen for procaspase-3 activators: activators of human procaspase-7 | activation, % at 8.5 µM | P55210 | hit rate 0.093% among 330,000 | recombinant procaspase-7, Ac-DEVD-pNA absorbance 405 nm; D23A/D198A/D206A triple mutant, cannot self-cleave; scale: DMSO 0, 5 µM enzyme 100;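 active = percent activation above the screen-wide mean plus 3 SD, cut at about 25% in these data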
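Detection: p-Nitroaniline absorbance at 405 nm, read at 0 and 120 min; system: Uncleavable procaspase-7 mutant enzyme; evaluation: % activation from two-timepoint absorbance difference, scaled to controls; times: 1 h enzyme–compound preincubation and 2 h substrate reaction, both 25 °C; buffer or medium: Zinc-free HEPES pH 7.4 with 300 mM NaCl, 0.01% Triton X-100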
core dimer inh: blocks dimerization of HCV core protein; TR-FRET GST/Flag-core106 dimerization, 1536-well; inhibition, % at 5 µM; hit rate 0.33% among 300,000; AID 1899;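 active = inhibition above the mean of all tested compounds plus 3 SD, set per screening campaign, cut at about 45% in these data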
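Assay system: tagged HCV core106 pair (GST and Flag); medium: KF-containing HEPES buffer, pH 7.45, DTT, CHAPS, BSA; also added: Eu donor and XL665 acceptor anti-tag antibodies; dosing: 5 µM single dose; timing: compound-protein-antibody incubation 4 h at 22.5 °C; signal: TR-FRET 671 and 617 nm emission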
The depositor's hits bear a star; ? = inconclusive; . = not tested or not shown.

The line under a structure holds: GRK2 aptamer HTS, VLA-4 inh, proCasp3 act, CTSL1 counter, PP5 inh, GASC-1 inh, PP1 inh, procasp7 counter, core dimer inh
- COc1cc(NC(=O)c2cc(-c3cccc(O)c3)on2)cc(OC)c1OC
→ 2, -28, -1, -6, 3.8, 4, 2, 2, -2
- CC(=O)c1ccccc1OCCCOc1cccc2cccnc12
→ 2, 4, 6, 2, -0.1, 5, -5, 3, 11
- C=CCNC(=O)c1onc(CSc2cc(C)ccc2C)c1C(=O)O
→ 1, 9, -1, 0, 0.5, -91, 2, 4, -2
- CC1(C)OC(C)(C)/C(=C/Nc2ccccc2)C1=O
→ 2, 11, -1, 1, 2.2, -1, -2, 2, -4
- Cc1nc(-c2ccccc2)sc1-c1ccnn1C
→ 0, 14, -3, -1, -0.3, -2, -3, 10, 3
- O=C(NCC1CCCCC1)c1cccc(S(=O)(=O)NCc2cccnc2)c1
→ 0, 0, 3, 5, 1.2, 4, -2, -4, 1
- CC(C)C(C(=O)NCc1ccco1)N(CC1CCCO1)C(=O)CNS(=O)(=O)c1ccccc1 (stereo not given)
→ 1, -8, 3, -4, 2.4, -18, -3, 8, 3
- Cn1cc(C(=O)N2CCN(c3ccccc3)CC2)c(=O)c2cc(S(=O)(=O)N3CCCC3)ccc21
→ 0, -3, 2, 1, -1.9, -2, -1, 6, -7
- CC(=O)Nc1nnc(SCC(=O)NCc2ccc3c(c2)OCO3)s1
→ 0, 8, 5, 3, -0.1, 7, -1, 1, -6
- CCOc1ncccc1C(=O)OCC(=O)NCCc1ccc(OC)cc1
→ 1, 1, -2, -2, -0.2, 4, 0, 3, 1
- COC(=O)c1ccc(OC)c(CN2CCCN(Cc3cc(C)ccc3C)S2(=O)=O)c1
→ 1, -6, -4, -4, -0.7, 8, 1, 4, 8
- CCOC(=O)c1c(C)nc(-c2ccccc2)nc1N
→ 0, -8, -3, 2, 3.4, 7, 3, -1, 3
- Clc1cccc(N2CCN(c3ncnc4nc[nH]c34)CC2)c1
→ 0, 25, 5, -2, -0.8, 0, -2, -1, -9
- O=C(NCCC1=CCCCC1)C1CCN(S(=O)(=O)c2ccccc2)CC1
→ 0, 1, 0, -4, 4.5, 5, 1, 5, 2
- COc1cccc(-n2c(SCC(=O)NC3CCCC3)nnc2-c2ccco2)c1
→ 2, -2, 0, 4, 0.4, 20, -6, -6, -4
- O=C(NCCc1c[nH]c2ccccc12)/C(=C\c1cccnc1)NC(=O)c1ccccc1Br
→ 0, -23, 0, -5, -0.2, -1, -2, 15, -2
- COc1ccc(C(=O)OCC(=O)NCc2ccco2)cc1OC
→ 4, 10, 2, -13, 2.2, 8, 3, 0, 30
- CC(C)N(Cc1nc(-c2ccccc2)no1)C(=O)c1ccc2c(c1)OCO2
→ 0, 7, -5, -3, -0.3, -6, -4, 12, 2
- Cc1ccc(N2CCN(C(=S)Nc3ccccc3C)CC2)cc1
→ 2, 3, 9, -9, -0.5, 7, -2, -10, 11
- CCO[C@@H]1OC(C(=O)NCc2nc3ccccc3[nH]2)=C[C@H](c2ccc(C(F)(F)F)cc2)[C@H]1CCCO
→ 1, 26, -5, 0, 2.8, 4, 4, 0, -7
- Cc1ccc(C2=[N+]([O-])C(C)(C)N(O)C2(C)C)cc1
→ 3, 11, 11, 1, 4.7, 3, -1, 3, -5
- O=C(COc1nncc2ccccc12)Nc1ccc(Br)cc1F
→ 1, 17, -1, 2, 0.5, 0, -2, 2, 4
- Cc1cc(-c2csc(N)n2)c(C)n1Cc1ccco1
→ 1, -2, -9, -2, -0.1, -2, 11, -18, 2
- CC(NC(=O)C12CC3CC(CC(O)(C3)C1)C2)c1ccc(Cl)cc1Cl (stereo not given)
→ 1, 9, 5, -1, 2.0, -6, 3, 2, 5
- CCCN(CCC)CCNC(=O)C1(O)c2ccccc2NC(=O)N1c1cccc(OC)c1 (stereo not given)
→ 29, -1, 7, -5, 2.2, -2, 0, 8, -2
- Cc1nn(Cc2ccccc2)c(Cl)c1C(=O)OCc1nnc(-c2ccccc2)o1
→ 3, 7, 0, 1, 2.5, -1, 5, -3, 11
- O=C(NO)c1ccccc1O
→ 2, -11, -2, 1, 1.4, ?, 0, 3, -4
- COc1ccc(-n2c(=O)c3ccccc3n(CC(=O)NC3CCCCC3)c2=O)cc1
→ 0, 16, -9, -3, 2.2, -16, -2, 6, -7
- COc1ccc(S(=O)(=O)NC(C)C(=O)NCc2ccccn2)cc1Cl (stereo not given)
→ 0, 1, -5, -2, 0.8, -8, 5, -1, -17
- CN(C(=S)NC(=O)c1ccc(F)cc1)C1CCCCC1
→ 1, -3, -2, 2, -1.1, 34, -2, -5, -1
- Cc1ccc(OCC(=O)NCCNC(=O)c2ccc(C)nc2)cc1
→ 0, 8, 7, 4, 2.0, 6, 3, -7, -4
- COc1cccc(/C(C)=N/Nc2ccc(S(=O)(=O)N3CCCCC3)cn2)c1
→ 0, 12, -2, ., 3.4, 1, 0, 2, .
- COc1ccc(CNC(=O)[C@H](C)NC(=O)N2CCn3c2nc2ccccc23)cc1
→ 2, 9, -5, -3, -1.1, 5, 0, 7, -4
- Fc1cccc(/C=N/n2c(C3CCCCC3)n[nH]c2=S)c1
→ 0, -7, 0, 4, 3.3, -5, 0, -2, -9
- NS(=O)(=O)c1ccc(CCNc2nc(C(F)(F)F)nc3ccccc23)cc1
→ 0, 12, -2, 0, 2.9, 7, 0, -6, -3
- COc1cccc(CN(C(=O)c2ccccc2Br)C2CCS(=O)(=O)C2)c1 (stereo not given)
→ 1, 5, 2, -1, 0.8, 7, 0, -3, -10
- CCC1CCC2(CC1)NC(=O)N(CC(=O)NCc1ccc(Cl)cc1)C2=O (stereo not given)
→ 2, 7, 1, ., ., -5, ., -5, .
- CCOC(=O)COc1cc(=O)n(CC)c2ccccc12
→ 0, 9, 3, -8, 1.2, -11, -1, 9, -3
- CCCC(=O)Nc1ccc(NC(=O)c2ccco2)c(OC)c1
→ 0, -5, 8, -1, -1.6, 6, -5, 8, -2
- CSc1ccccc1OCc1cc(C(=O)N2CCN(C3CCCC3)C(=O)C2)no1
→ 0, -8, 5, 2, -0.8, -2, -1, 10, 13
- CCOC(=O)C1=C(C)N(c2ccccc2)C(=O)/C1=C\c1ccc(O)c(OC)c1
→ 0, 6, -20, -1, 0.2, 6, -5, -32, -2
- COc1cc2c(cc1NC(=S)Nc1cccc(C)c1)oc1ccccc12
→ 0, -8, -9, 2, 1.1, -6, -5, -18, 2
- CC1CCN(C(=S)c2cccc([N+](=O)[O-])c2)CC1
→ 4, 42, -2, -2, 1.9, 4, 1, 4, -2
- CC(C)(C)S(=O)(=O)c1cnc(N2CCCCC2)nc1N
→ 3, 2, 0, -5, 0.1, -6, -1, -2, -1
- CN1CCN(C(c2cc3cc4c(cc3[nH]c2=O)OCCO4)c2nnnn2C2CCCC2)CC1 (stereo not given)
→ 3, 3, 5, -1, 1.8, -9, 0, -2, 2
- CCOC(=O)COc1cc(Br)c(C2NC(=O)NC(C)=C2C(C)=O)cc1OCC (stereo not given)
→ 5, -2, 3, 2, 2.2, 11, -15, -1, -2
- COc1ccc(S(=O)(=O)N2CCCCCC2)cc1C(=O)NCCc1ccccc1
→ 0, 2, -2, ., 1.0, 6, -1, 5, .
- COc1ccc(NC(=O)c2ccc(CNc3c(NC4CCCCC4)c(=O)c3=O)cc2)c(OC)c1
→ 0, 12, 14, 3, 0.9, -2, 21*, -8, 8
- Clc1ccccc1Oc1cnc2ccccc2n1
→ 0, 2, 7, 12, 1.3, 15, -3, 16, 2
- O=C(NCC1(c2ccccc2)CCCC1)c1ccccc1Br
→ 0, 6, 1, -2, -4.0, -3, -3, -8, 2

Further structures follow:
The line under a structure holds: GRK2 aptamer HTS, VLA-4 inh, proCasp3 act, CTSL1 counter, PP5 inh, GASC-1 inh, PP1 inh, procasp7 counter, core dimer inh
- Cc1ccc(S(=O)(=O)CCC(=O)OCC(=O)N2CCc3ccccc32)cc1
→ 0, 6, 2, -54, 3.2, -15, -2, 5, -2
- Cc1cccc(Nc2nc(-c3ccncc3)cs2)c1
→ 0, 15, 5, 2, 0.7, 4, -1, -4, -2
- CCCOc1ccc(Cc2c(O)nc(SC)[nH]c2=O)cc1
→ 1, 18, -1, -2, 2.2, -15, 5, 2, -3
- Cc1cc(COc2ccccc2OCCN2CCN(C)CC2)no1
→ 1, -3, 10, -2, 0.0, 28, 4, 0, -4
- Cc1ccc2c(c1)CCCN2C(=O)CSc1ccccc1
→ 0, -1, 7, -1, 1.4, 1, -2, 6, -1
- CC1CCN(C(=O)CSc2nnc(-c3ccccc3F)o2)CC1
→ 0, 15, -1, 5, -0.6, 10, -2, 4, 0
- COCCNS(=O)(=O)c1cc(C)c(C)cc1C
→ 4, 14, 0, 4, -4.6, -1, -3, 5, -5

Molecules above that contain four or more nitrogen atoms, in the order listed:
The line under a structure holds: GRK2 aptamer HTS, VLA-4 inh, proCasp3 act, CTSL1 counter, PP5 inh, GASC-1 inh, PP1 inh, procasp7 counter, core dimer inh
- Cn1cc(C(=O)N2CCN(c3ccccc3)CC2)c(=O)c2cc(S(=O)(=O)N3CCCC3)ccc21
→ 0, -3, 2, 1, -1.9, -2, -1, 6, -7
- CC(=O)Nc1nnc(SCC(=O)NCc2ccc3c(c2)OCO3)s1
→ 0, 8, 5, 3, -0.1, 7, -1, 1, -6
- Clc1cccc(N2CCN(c3ncnc4nc[nH]c34)CC2)c1
→ 0, 25, 5, -2, -0.8, 0, -2, -1, -9
- COc1cccc(-n2c(SCC(=O)NC3CCCC3)nnc2-c2ccco2)c1
→ 2, -2, 0, 4, 0.4, 20, -6, -6, -4
- O=C(NCCc1c[nH]c2ccccc12)/C(=C\c1cccnc1)NC(=O)c1ccccc1Br
→ 0, -23, 0, -5, -0.2, -1, -2, 15, -2
- CCCN(CCC)CCNC(=O)C1(O)c2ccccc2NC(=O)N1c1cccc(OC)c1 (stereo not given)
→ 29, -1, 7, -5, 2.2, -2, 0, 8, -2
- Cc1nn(Cc2ccccc2)c(Cl)c1C(=O)OCc1nnc(-c2ccccc2)o1
→ 3, 7, 0, 1, 2.5, -1, 5, -3, 11
- COc1cccc(/C(C)=N/Nc2ccc(S(=O)(=O)N3CCCCC3)cn2)c1
→ 0, 12, -2, ., 3.4, 1, 0, 2, .
- COc1ccc(CNC(=O)[C@H](C)NC(=O)N2CCn3c2nc2ccccc23)cc1
→ 2, 9, -5, -3, -1.1, 5, 0, 7, -4
- Fc1cccc(/C=N/n2c(C3CCCCC3)n[nH]c2=S)c1
→ 0, -7, 0, 4, 3.3, -5, 0, -2, -9
- NS(=O)(=O)c1ccc(CCNc2nc(C(F)(F)F)nc3ccccc23)cc1
→ 0, 12, -2, 0, 2.9, 7, 0, -6, -3
- CC(C)(C)S(=O)(=O)c1cnc(N2CCCCC2)nc1N
→ 3, 2, 0, -5, 0.1, -6, -1, -2, -1
- CN1CCN(C(c2cc3cc4c(cc3[nH]c2=O)OCCO4)c2nnnn2C2CCCC2)CC1 (stereo not given)
→ 3, 3, 5, -1, 1.8, -9, 0, -2, 2

High-throughput results (PubChem)
